M5 PAM: CHRM5 positive allosteric modulation; CHO-K1 hM5, Fluo-8 calcium, ACh EC20 PAM; 0% = ACh EC20, 100% = ACh EC100; activation, % at 3 µM; actives 0.3% (n = 360,000);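 active means activation above the run cutoff, the mean activation of all test compounds plus 3 SD, cut at about 18% in these data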
Target sequence (P08912 whole entry, looked up): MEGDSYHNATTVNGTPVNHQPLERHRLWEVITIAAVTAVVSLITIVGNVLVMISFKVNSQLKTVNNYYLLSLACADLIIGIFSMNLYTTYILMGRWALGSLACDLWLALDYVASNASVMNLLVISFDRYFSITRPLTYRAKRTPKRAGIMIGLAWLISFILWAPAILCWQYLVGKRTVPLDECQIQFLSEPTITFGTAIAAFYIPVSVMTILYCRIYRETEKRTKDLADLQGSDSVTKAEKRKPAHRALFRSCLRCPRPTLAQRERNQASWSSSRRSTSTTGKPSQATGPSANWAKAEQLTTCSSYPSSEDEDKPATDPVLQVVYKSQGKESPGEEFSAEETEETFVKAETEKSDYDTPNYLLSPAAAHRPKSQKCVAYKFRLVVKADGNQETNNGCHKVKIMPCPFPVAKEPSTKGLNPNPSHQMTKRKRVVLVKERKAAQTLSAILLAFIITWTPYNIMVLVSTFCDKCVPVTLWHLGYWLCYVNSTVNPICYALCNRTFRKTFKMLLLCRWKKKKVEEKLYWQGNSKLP
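System: CHO-K1 cell line with stable human muscarinic M5 receptor expression | Also added: EC20 acetylcholine as agonist stimulus | Compound: One concentration, 3 µM final (nominal) | Timing: Fluo-8 loading 80 min at 37 °C plus 30 min room temperature | Measured by: Fluo-8 calcium dye fluorescence, kinetic read | Read-out basis: % activation, ACh-normalized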
M1 ag parental: counter-screen for M1 agonists: effect in parental CHO-K1 cells; Fluo-8 calcium fluorescence; scaled to maximal ATP response, vehicle zero; activation, % at 3 µM; actives 0.48% (n = 360,000); AID 602248; in the data active means activation above about 15%;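 further: untransfected CHO-K1 host cells lacking M1 receptor as counterscreen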
M5 antag: antagonists of human muscarinic M5 receptor (CHRM5) | CHO-hM5 cells, Fluo-8 calcium fluorescence, ACh EC80 | inhibition, % at 3 µM | AID 624040 | actives 0.59% (n = 360,000) | P08912;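 active means inhibition above a per-plate cutoff, the mean of that plate's test compounds plus 3 SD, cut at about 27% in these data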;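 further: 0% = acetylcholine EC80 with DMSO and 100% = DMSO without agonist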
CHO-K1 Ca antag: nonselective inhibitor or artifact in parental CHO-K1 cells | ATP-induced calcium, Fluo-8 fluorescence | actives 0.6% (n = 360,000) | inhibition, % at 3 µM;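 active means inhibition above a per-plate cutoff, the plate's mean sample inhibition plus 3 SD, cut at about 24% in these data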;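 further: 0% = DMSO plus EC80 ATP and 100% = DMSO alone without ATP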
CHRM4 PAM: positive allosteric modulators of human muscarinic M4 receptor. CHO-K1 hM4/Gqi5, Fluo-8 calcium fluorescence, ACh EC20; 0% = ACh EC20, 100% = maximal ACh. activation, % at 3 µM. actives 0.4% (n = 360,000). AID 624126;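 active means activation above its plate's cutoff, the mean activation of sample wells plus 3 SD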; further: some results filed as inactive read as strong as hits
Target sequence (P08173 whole entry, looked up): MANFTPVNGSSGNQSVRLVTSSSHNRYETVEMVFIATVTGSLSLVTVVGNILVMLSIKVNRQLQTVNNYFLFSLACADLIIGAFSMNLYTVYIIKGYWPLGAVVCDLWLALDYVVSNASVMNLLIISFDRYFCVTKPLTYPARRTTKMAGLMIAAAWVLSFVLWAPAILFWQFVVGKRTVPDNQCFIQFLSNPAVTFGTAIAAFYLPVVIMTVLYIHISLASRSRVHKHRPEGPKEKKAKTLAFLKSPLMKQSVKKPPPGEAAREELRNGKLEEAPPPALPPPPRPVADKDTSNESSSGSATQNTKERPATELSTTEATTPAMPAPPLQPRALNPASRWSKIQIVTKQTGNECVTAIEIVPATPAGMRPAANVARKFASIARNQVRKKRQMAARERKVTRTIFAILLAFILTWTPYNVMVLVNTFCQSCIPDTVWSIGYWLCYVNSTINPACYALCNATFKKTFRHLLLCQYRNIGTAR
CHRM4 antagonist: blocks acetylcholine activation of human M4 receptor | P08173 | actives 0.73% (n = 360,000) | AID 624125 | inhibition, % at 3 µM | CHO-hM4 cells, ACh EC80, Fluo-8 calcium fluorescence;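 active means inhibition above its plate's cutoff, the mean inhibition of sample wells plus 3 SD, cut at about 27% in these data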;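 further: 0% = acetylcholine EC80 with DMSO and 100% = DMSO without agonist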
CHO-K1 Ca PAM: counter-screen for M1 PAMs: effect in parental CHO-K1 cells; activation, % at 3 µM; actives 0.02% (n = 360,000); ATP EC20, Fluo-8 calcium fluorescence; 0% at ATP EC20, 100% at ATP max;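 active means activation above the run cutoff, the mean activation of all test compounds plus 3 SD, cut at about 40% in these data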;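 further: peak over basal fluorescence ratio in a 140 s read after ATP addition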
M5 ag: agonists of human muscarinic M5 receptor (CHRM5); P08912; CHO-K1 hM5 cells, Fluo-8 calcium fluorescence; 0% DMSO wells, 100% maximal acetylcholine response; activation, % at 3 µM; actives 0.19% (n = 360,000); AID 624037;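 active means activation above the run's mean over test compounds plus 3 SD, cut at about 23% in these data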;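 further: signal is peak over basal fluorescence ratio across the kinetic read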
M4 ag: CHRM4 agonism in calcium assay | P08173 | CHO-K1 hM4/Gqi5, Fluo-8 calcium fluorescence; vehicle 0%, full acetylcholine response 100% | activation, % at 3 µM | actives 0.14% (n = 360,000) | AID 624127;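 active means activation above the run mean over all test wells plus 3 SD, cut at about 32% in these data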;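 further: peak over basal fluorescence ratio per well then scaled between controls; 0% = DMSO wells and 100% = acetylcholine at EC100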
* hit, by the source's call; · = no result given.

Screens in order – M5 PAM, M1 ag parental, M5 antag, CHO-K1 Ca antag, CHRM4 PAM, CHRM4 antagonist, CHO-K1 Ca PAM, M5 ag, M4 ag
> CC(C)C[C@@H](CO)N(Cc1ccccc1)S(=O)(=O)N(Cc1ccccc1)[C@@H](CO)CC(C)C
    -21.0, -0.1, 16.3, 3.4, -14.3, 25.9, 4.7, -1.1, 9.9
> CCOC(=O)C(=O)/C(=C\N(C)C)c1onc(-c2ccccc2Cl)c1C(=O)OC
    -0.1, 0.5, 3.7, -11.3, 14.0, 0.4, 15.5, 0.4, 0.4
> Cc1ccccc1NC(=O)COc1coc(CN2CCN(c3ccccc3)CC2)cc1=O
    3.6, 3.2, 0.1, 0.7, 9.2, -8.3, 6.2, 4.4, 3.5
> CC1(C)CC(=O)C2=C(C1)NC(Nc1nc3ccccc3o1)=NC21CCCCC1
    4.2, 0.6, -5.4, -7.5, 4.4, 9.1, 23.3, -1.8, 1.0
> CCCOP(=O)(OCCC)C(Nc1ccc(C(=O)O)cc1)c1ccccc1 (centres undefined)
    -1.6, 1.5, 2.1, -12.9, 5.0, -10.0, 10.1, -0.1, -0.2
> CCOC(=O)c1cc(=O)c2ccc(OCc3ccccc3)cc2o1
    -5.0, 0.6, 3.3, -5.1, -7.3, 5.0, -2.5, -5.3, 2.2
> C=CCOc1ccc(C(c2c(O)nc(SC)[nH]c2=O)c2c(O)nc(SC)[nH]c2=O)cc1
    -3.8, 0.1, -0.5, 4.1, 3.8, -11.1, -3.0, 2.2, 0.8
> CNC(=O)CN(c1ccc(OC)cc1)S(=O)(=O)c1ccc(F)cc1
    27.6*, 0.6, -7.0, -21.3, 20.4*, -10.7, 13.6, -5.9, 0.2
> CCOC(=O)C1CCN(C(=O)CS(=O)Cc2nc(-c3ccc(C)cc3)oc2C)CC1 (centres undefined)
    -3.6, -0.9, 4.8, 9.5, 1.6, -0.9, -4.8, -0.6, -0.7
> O=C(C1CCC(CNS(=O)(=O)c2cccc3cccnc23)CC1)N1CCCC1 (centres undefined)
    -1.1, 0.7, -4.0, -8.5, -2.2, -7.0, 10.3, 1.2, 0.1
> Nc1cc2cccnc2cc1Cl
    -4.9, 0.8, 15.1, -9.5, 2.3, -8.9, 6.2, 3.5, 2.3
> c1cnc(N2CCN(c3ccc4ccccc4n3)CC2)nc1
    4.7, 3.3, -0.6, -20.7, -14.1, 9.8, 0.8, -5.4, 7.5
> CCOc1cc(S(=O)(=O)N(Cc2ccccc2)Cc2ccccc2)c(OCC)cc1-n1cnnn1
    -11.2, 2.6, -1.2, -8.1, -5.9, -11.6, 25.4, -2.0, -0.9
> CN1OC[C@@H]2CN(S(=O)(=O)c3ccccc3)[C@H](c3ccc(-n4ccnc4)cc3)C[C@@H]21
    3.6, 0.9, -5.2, 2.7, 2.2, -4.7, 17.6, 0.6, 0.1
> Cc1ccc(S(=O)(=O)N2[C@@H](CCO)OC[C@H]2C(C)C)cc1
    2.7, ·, 2.0, ·, 6.6, -5.0, ·, 1.5, 2.1
> CCc1noc(C)c1C(=O)Nc1cc(Cl)ccc1N1CCCC1
    -2.7, -0.5, 1.2, 11.9, 3.7, 0.7, -24.7, -7.2, -1.6
> O=[N+]([O-])c1cccc(-c2n[nH]c(=S)n2-c2ccc(Br)cc2)c1
    4.8, 0.3, 1.8, -9.4, 5.4, -18.7, 14.5, 0.2, 1.4
> O=C(NCCc1c[nH]c2ccccc12)c1cc([N+](=O)[O-])cc([N+](=O)[O-])c1
    0.6, 0.9, 3.8, -0.1, -0.3, -3.1, 4.7, -0.9, 1.4
> O=C(CCN1CCC2CCC(C2)C1)c1ccc(F)cc1 (centres undefined)
    5.5, 0.2, -5.3, -7.8, -3.8, -5.8, 8.9, 1.7, 1.1
> O=C(Nc1ccc2c(c1)OCO2)c1ccccc1SCC(=O)N1CCCC1
    -1.8, 0.5, -0.4, 1.7, 2.7, 4.5, 3.4, -0.3, 1.4
> CCOC(=O)c1c(NC(C)=O)sc2c(OC(C)=O)cccc12
    -3.4, 0.2, 10.2, -5.9, -3.9, 13.8, 13.4, -1.9, -0.8
> O=C1NC(=S)NC(=O)C1=Cc1ccccc1C(=O)O
    -1.3, 0.7, -0.5, -10.4, 5.5, -16.4, 5.3, -2.9, 1.7
> CN1C(=O)C(C)(C)c2cc(S(=O)(=O)N3CCC(C(=O)NCc4ccc(Cl)cc4)CC3)ccc21
    -0.7, 1.2, -8.7, -9.6, -4.4, 1.5, 10.0, -2.7, 2.6
> O=C(Nc1ccccc1N1CCCCC1)c1ccc(Cl)c([N+](=O)[O-])c1
    4.5, -0.7, 10.5, 5.2, -4.1, 5.5, -20.4, 4.3, -0.7
> C/C(=N\NC(=O)c1ccccc1O)C1CC1
    1.1, 0.5, -1.8, -12.7, -7.3, 12.4, -2.2, 1.6, 2.4
> COCCCN1C(=O)C(=O)/C(=C(/O)c2ccc(S(=O)(=O)N3CCCCC3)cc2)C1c1ccc(F)cc1 (centres undefined)
    7.1, -0.6, -3.2, -1.9, 3.0, 4.7, 2.5, -2.9, 0.5
> CCCCCc1ccc(-c2ccc(OC)cc2)nc1
    -3.8, 0.1, -7.5, -8.2, -3.2, -3.4, 7.0, -0.1, 0.2
> O=C(Nc1ccc(C(=O)O)cc1)/C(=C\c1ccco1)NC(=O)c1ccccc1
    -6.2, -0.2, 4.4, -4.5, -8.8, 11.3, -5.0, -3.0, 0.5
> Cc1ccc(S(=O)(=O)Cc2ccccc2Cl)cc1
    0.1, 4.1, -5.8, 6.4, -4.0, 0.4, 5.7, -5.8, -0.6
> O=C(Nc1nc(-c2ccccc2)cs1)c1cccs1
    3.7, 0.1, -4.9, -2.7, 1.5, -6.8, 3.5, -3.4, 3.5
> CCOC(=O)C1CCN(Cc2c(O)c3ccccc3oc2=O)CC1
    -7.8, 2.5, 11.7, -1.4, 3.6, -1.1, 9.9, 2.5, 0.6
> COc1cccc(SCC(=O)N2CCN(c3ccccc3)CC2)c1
    -3.8, 0.6, 4.8, -5.0, -3.4, -4.4, -1.0, -2.4, 1.4
> COC(=O)C(NC(=O)c1ccccc1Cl)(Nc1ncc(S(=O)(=O)c2ccc([N+](=O)[O-])cc2)s1)C(F)(F)F (centres undefined)
    -9.7, 10.2, 6.9, 2.5, -8.1, -5.8, 17.7, 32.8*, 13.4
> COc1cc(NC(=S)Nc2ccc(S(=O)(=O)N3CCOCC3)cc2)cc(OC)c1OC
    1.2, -0.4, 2.3, -16.5, 5.2, 0.2, 12.8, -0.4, 1.0
> CN(C)c1cccc(C(=O)Nc2ccc3nc4n(c(=O)c3c2)CCCCC4)c1
    -1.7, 0.8, 2.7, 8.2, -8.1, 2.6, 4.5, 0.1, 4.5
> COCCC(=O)N1CCC(Oc2ccc(C(=O)NCc3ncc(C)[nH]3)cc2)CC1
    -6.8, 0.7, 17.2, -7.5, 7.9, -1.0, 18.1, -5.5, 0.5
> COc1ccc(-c2cc(NCc3ccccn3)n3ncnc3n2)cc1
    4.8, 0.8, -7.5, -24.3, 4.8, -3.9, 32.0, -5.4, 0.8
> CCCOc1ccc(C2C(=O)N(C3CCCCC3)CC(=O)N2CCC)cc1OC (centres undefined)
    -2.6, -0.1, 8.8, -0.5, 3.3, -1.1, 8.5, -5.5, -0.7
> CNC(=O)CSc1nc2ccccc2c(=O)n1CCc1ccccc1
    1.4, 0.1, 1.5, -4.2, 0.5, -10.9, 6.9, 0.8, 0.3
> CCCCCCC1CC(CCC(=O)Nc2ccc([N+](=O)[O-])cc2)C(=O)O1 (centres undefined)
    -3.5, -0.1, -8.2, -3.5, 2.7, -3.9, 3.9, -4.0, 0.8
> COc1ccc(CC(N)c2csc(NC(=O)c3cccs3)n2)cc1 (centres undefined)
    1.2, 3.1, 1.2, -1.7, -6.7, -5.8, 19.4, 3.0, 8.7
> CC(C(=O)O)N1C(=O)/C(=C/C=C/c2ccco2)SC1=S (centres undefined)
    -5.4, 0.3, 6.6, -1.4, -4.5, 9.6, 3.5, 0.6, 0.8
> CCc1cc(C=NC2CCCCC2)c(O)s1
    -3.1, -0.4, 0.9, 6.2, -1.1, 2.1, 3.5, -3.8, -1.6
> Brc1ccc2[nH]c3c(c2c1)CCC3
    1.6, 7.4, 3.8, 5.8, 4.2, -4.6, -2.3, -5.2, -0.6
> O=c1c(Cl)cc(Cl)nn1-c1ccccc1
    -3.8, -0.1, -1.8, -2.9, -3.0, -1.6, 13.6, -0.6, -0.3
> N#Cc1c(N)nc2c(c1-c1ccc(Br)s1)CCCC2
    -2.4, 2.5, -1.4, 22.1, 1.1, -1.2, -11.9, -3.0, 0.2
> O=S(=O)(c1ccccc1)C(/C=N\O)/C=C/c1ccccc1 (centres undefined)
    -8.0, 0.2, -3.1, -5.3, -7.1, -4.2, 5.7, -3.9, 1.6
> CC(=O)Nc1ccc2nc(-c3ccccn3)[nH]c2c1
    10.5, 0.0, -3.6, -12.5, 12.4, -0.9, 20.7, -3.5, 1.6
> CC1CCCCC12NC(=O)N(CC(=O)Nc1ccc(S(=O)(=O)Nc3ncccn3)cc1)C2=O (centres undefined)
    2.0, -0.1, -6.5, -11.7, 1.4, -7.6, 4.0, -1.0, 0.8
> O=C1NC[C@H](c2ccccc2)N(CCc2cccc3ccccc23)C1=O
    3.8, -0.4, 3.8, -10.9, 7.2, -10.2, 6.1, -2.1, 0.5

Further compounds:
Screens in order – M5 PAM, M1 ag parental, M5 antag, CHO-K1 Ca antag, CHRM4 PAM, CHRM4 antagonist, CHO-K1 Ca PAM, M5 ag, M4 ag
> COc1ccc(C(=O)NN)cc1COc1ccc(Br)cc1
    7.9, 0.2, -3.2, -19.9, 8.0, -1.1, 11.8, 1.2, 2.0
> Cc1c(N=C2SCC(=O)N2/N=C/c2ccccc2)c(=O)n(-c2ccccc2)n1C
    -1.9, 0.3, 8.6, 15.3, -2.4, -3.6, -14.7, -2.8, 1.9
> COc1ccc(C(=O)Cc2ccc3c(c2)OCO3)c(O)c1
    -3.7, 1.3, 9.2, -5.2, -2.5, -0.5, 20.4, -6.8, 1.5
> O=C(c1cc2nc(-c3ccco3)cc(C(F)(F)F)n2n1)N1CCCc2ccccc21
    5.0, 0.8, -7.7, -3.2, 1.7, -5.0, 16.6, -0.3, 0.2
> O=S1(=O)c2ccc(Br)cc2N2CCC[C@@H]2CN1Cc1ccccc1
    -1.0, -0.5, -5.5, -2.5, -9.1, 4.8, 11.1, -1.7, -0.7
> CC(C)(CNC(=O)C1CCCN1C(=O)c1cccs1)N1CCOCC1 (centres undefined)
    15.8, -0.4, -0.1, -1.1, 10.5, -4.4, -7.3, 3.8, 0.1
> C=C1CSc2nc(=O)c3c4c(sc3n21)CCC4
    0.9, -0.4, -4.9, 1.9, 25.2, 17.6, -4.3, -0.4, -0.6
> Cc1cccc(NC(=O)CN2C(=O)NC(C)(c3ccc4c(c3)OCO4)C2=O)c1 (centres undefined)
    1.3, 1.7, -2.0, -2.8, 9.8, -3.0, 21.0, 4.8, 5.4
> COc1ccc(/C=C2\CCc3c2nc2ccccc2c3C(=O)O)cc1OC
    -8.8, 3.2, -0.1, -4.8, 6.4, -18.2, -1.9, 4.7, 3.8
> Cc1ccccc1Cn1cnc2ccccc2c1=O
    6.0, 1.0, -6.5, -8.5, 19.6, -1.5, 24.4, 2.7, 0.5
> N/C(=N\OC(=O)c1ccc(Cl)c(Cl)c1)c1cccnc1
    2.4, 0.4, -6.0, -11.7, 5.9, -6.0, 12.3, -1.9, 1.4

Compound activity from PubChem.

Compounds were not picked by outcome; any-hit rate near 2.7%.
